HT1080 IDH1KD tx – HT-1080 IDH1 knockdown cell toxicity (counter line). HT-1080 IDH1 knockdown viability, ATP luminescence, 48 h. Potency, µM (highest dose often 46.1 µM), without a hit: at the top dose activity, negative = toxicity, usual class: cytotoxic. hit rate 2% among 360,000;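 further: potency means the concentration at half of the fitted maximal effect; 0% = DMSO wells and -100% = cell-free medium wells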
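In this qHTS, HT-1080 cells depleted of IDH1 are exposed for 48 h at 37 °C to compound titrations. Toxicity is scored from CellTiter-Glo luminescence, with DMSO as full viability and medium alone as none.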
MCF10A rereplic – induces DNA re-replication in MCF 10a normal breast cells; AID 624296; MCF 10A DNA re-replication, Hoechst nuclear intensity, 48 h; hit rate 2.9% among 350,000; Potency, µM (doses to about 46.1 µM), for the others: at the highest dose activity, positive = re-replication, hits mostly activators; further: potency means the concentration at half of the fitted maximal effect; % of control where 0% means no effect; nearly all actives have a fitted effect of over 50% in size
GLP1R cytotox – cytotoxicity counter-screen for GLP-1 receptor inverse agonists; AID 624418; HEK293 cAMP-luciferase reporter cells, luminescence, 24 h; Potency, µM (highest dose often 38.3 µM), inactives show at the top dose activity change, negative = inhibition, hits mostly inhibitors; hit rate 0.13% among 410,000;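 further: loss of luciferase light is scored as toxicity; potency means the concentration at half of the fitted maximal effect; on the % scale 0 is the no-effect control and ±100 the full control effect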
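To flag toxic compounds, the library was rerun on cells for 24 hr at 37 deg C and 5% CO2. Viability-linked luminescence was captured 12 min after adding luciferase detection reagent.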
HT1080NT lethal – kills 2HG-producing HT-1080-NT fibrosarcoma cells. Potency, µM (doses to about 46.1 µM), inactives show at the top dose activity, negative = less viability, most hits filed as cytotoxic. hit rate 1.6% among 360,000. HT-1080-NT fibrosarcoma viability, CellTiter-Glo ATP luminescence, 48 h;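 further: NT is the 2HG producing partner of a matched IDH1 knockdown line; potency means the concentration at half of the fitted maximal effect; 0% = DMSO-treated cells and -100% = media-only wells without cells; nearly all actives have a fitted effect of over 55% in size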
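Viability by CellTiter-Glo luminescence after 48 h compound exposure at 37C of HT-1080-NT cells (750/well, RPMI, 5% FBS). % activity scaled between DMSO wells and medium-only wells, then curve-fitted and categorized by curve class.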
KB-3-1 tox – kills parental KB-3-1 adenocarcinoma cells | KB-3-1 viability, CellTiter-Glo ATP luminescence, 72 h | Potency, µM (doses to about 46.1 µM), for the others: at the highest dose activity change, negative = cytotoxic, most hits filed as cytotoxic | hit rate 1.4% among 400,000 | AID 1347075; further: potency means the concentration at half of the fitted maximal effect; on the % scale 0 is the no-effect control and ±100 the full control effect; nearly all actives have a fitted effect of over 60% in size
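Cells are dispensed, compounds pinned in, plates held at 37 °C for 72 h, then CellTiter-Glo is added and luminescence read after 10 minutes. Cell line: parental KB-3-1 in phenol-red-free DMEM, 10% FBS.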
DRD3 agonist – agonists of human D3 dopamine receptor; D3R DiscoveRx beta-arrestin cells, luminescence, 90 min; max activation, %; hit rate 0.58% among 410,000; AID 652048; in the data active means max activation above about 30%; further: 0% is about no effect; mostly tested at two doses, the higher about 12 µM
Target sequence (P35462 whole entry, looked up): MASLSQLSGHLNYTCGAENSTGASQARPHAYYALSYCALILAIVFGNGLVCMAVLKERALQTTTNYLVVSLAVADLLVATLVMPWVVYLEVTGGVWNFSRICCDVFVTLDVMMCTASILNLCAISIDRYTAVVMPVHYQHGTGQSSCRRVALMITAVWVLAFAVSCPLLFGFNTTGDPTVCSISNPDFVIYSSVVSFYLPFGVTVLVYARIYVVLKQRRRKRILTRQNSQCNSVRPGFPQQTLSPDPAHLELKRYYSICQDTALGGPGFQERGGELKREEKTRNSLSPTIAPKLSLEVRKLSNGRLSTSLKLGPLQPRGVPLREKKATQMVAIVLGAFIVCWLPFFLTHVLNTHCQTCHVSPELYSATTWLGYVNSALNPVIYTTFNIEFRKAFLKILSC
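Cells at 1500/well, incubated overnight, then treated with pinned compounds (dopamine as control) for 90 min at 37 degrees C. DiscoveRx reagent added for 30 - 60 minutes at room temperature; luminescence read.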
KB-V1 cytotox – kills drug-selected multidrug resistant KB-V1 cells; KB-V1 MDR cells viability, CellTiter-Glo, 72 h; Potency, µM (titrated, usually from 46.1 µM), for inactives: top-dose activity change, negative = cytotoxicity, usual class: cytotoxic; hit rate 3.4% among 400,000; further: potency means the concentration at half of the fitted maximal effect; on the % scale 0 is the no-effect control and ±100 the full control effect; nearly all actives have a fitted effect of over 60% in size
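qHTS viability screen in drug-selected KB-V1 MDR cells: 72 h compound treatment at 37 degrees C, ATP luminescence end point.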
SW480 rereplic – induces DNA re-replication in SW480 colon adenocarcinoma cells | SW480 DNA re-replication, Hoechst DNA content imaging, 48 h | Potency, µM (top dose mostly 46.1 µM), inactives show at the highest dose re-replication activation, usual class: activators | hit rate 1.8% among 340,000 | AID 624297; further: potency means the concentration at half of the fitted maximal effect; % of control where 0% means no effect; nearly all actives have a fitted effect of over 55% in size
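Hoechst fluorescence of nuclei (405 nm excitation, 500-530 nm emission) measured by plate-scanning imager after 48 hr compound exposure at 37 C; re-replication scored as increased number of nuclei with elevated intensity.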
IL1B secr inh – inflammasome signaling inhibition, IL-1 beta readout; THP-1 LPS/ATP IL-1B secretion, AlphaLISA, 16 h; hits give low values; activity change, % at 57.5 µM; hit rate 4.7% among 360,000; in the data active means activity change below about -50%; inconclusive means mostly about -30% to -49%; further: on the % scale 0 is the no-effect control and ±100 the full control effect
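Secreted IL-1B measured by AlphaLISA bead assay after 16 h compound exposure of THP-1 cells; compounds (final up to 57.5 uM) added 1 h before LPS (250 ng/mL) and ATP (1.25 mM) stimulation; lower signal means less secretion.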
Starred values were filed as active, the others as inactive; [ ] = dose if it differs, or a comment. Unless noted, the call rests on the fitted dose curve; in most records, active means well fitted curve in the direction sought with a large enough effect; inconclusive means small, poorly fitted or top-dose-only effect, or another doubt; inactive means no such curve, though single readings can be large; an effect the other way counts as inactive or inconclusive. Compounds as they come. Share with any hit: about 11%.

How did COc1ccc(N(C)S(=O)(=O)c2c(C)[nH]c(=O)[nH]c2=O)c(OC)c1 do in these assays?
HT1080 IDH1KD tx: -2.2%; MCF10A rereplic: 0.7%; GLP1R cytotox: -14.6%; HT1080NT lethal: 1.1%; KB-3-1 tox: 8.6%; DRD3 agonist: 1.0; KB-V1 cytotox: 9.4%; SW480 rereplic: -3.4%; IL1B secr inh: 11.0

How did C=CCn1c(Cn2c(-c3cnccn3)nc3ccccc32)nc2ccccc21 do in these assays?
HT1080 IDH1KD tx: 0.7%; GLP1R cytotox: -5.7%; HT1080NT lethal: -6.2%; KB-3-1 tox: 4.0%; DRD3 agonist: -7.8; KB-V1 cytotox: inconclusive; IL1B secr inh: -16.3

What do the screens show for `CCC(=O)N1CCc2cc(Br)c(S(=O)(=O)CCC(=O)NCCOC)cc21`?
HT1080 IDH1KD tx: 11.1%; MCF10A rereplic: -6.3%; GLP1R cytotox: -2.5%; HT1080NT lethal: 11.0%; KB-3-1 tox: 0.0%; DRD3 agonist: 1.4; KB-V1 cytotox: 12.0%; SW480 rereplic: -14.9%; IL1B secr inh: -3.1

Results for CCN(CC)c1ccc(-n2c(C)c(C(C)=O)c(C(C)=O)c2C)cc1 ?
HT1080 IDH1KD tx: -5.9%; MCF10A rereplic: 14.5%; GLP1R cytotox: -18.5%; HT1080NT lethal: -7.7%; KB-3-1 tox: inconclusive; DRD3 agonist: 5.2; KB-V1 cytotox: 18.4µM*; SW480 rereplic: -11.6%; IL1B secr inh: -1.8

What do the screens show for `CCC(C)(C)c1ccc(OCC(=O)N(C)C)c(C(C)(C)CC)c1`?
HT1080 IDH1KD tx: 20.6µM*; MCF10A rereplic: inconclusive; GLP1R cytotox: inconclusive; HT1080NT lethal: inconclusive; KB-3-1 tox: 16.4µM*; DRD3 agonist: -3.7; KB-V1 cytotox: -24.3%; SW480 rereplic: 7.9%; IL1B secr inh: -90.9*

What do the screens show for `CCN(CCn1cccn1)C(=O)CC1C(=O)NCCN1Cc1cccc(OC)c1OC` (stereo unspecified)?
HT1080 IDH1KD tx: 4.7%; MCF10A rereplic: 0.1%; GLP1R cytotox: 1.7%; HT1080NT lethal: -1.2%; KB-3-1 tox: 7.4%; DRD3 agonist: 2.9; KB-V1 cytotox: 0.0%; SW480 rereplic: -19.3%; IL1B secr inh: -5.7

What do the screens show for `Nc1nonc1-c1nc2ccccc2n1Cc1ccc(Cl)cc1`?
HT1080 IDH1KD tx: 7.4%; MCF10A rereplic: 22.7%; GLP1R cytotox: 9.8%; HT1080NT lethal: -1.6%; KB-3-1 tox: -2.5%; DRD3 agonist: -10.5; KB-V1 cytotox: -0.8%; SW480 rereplic: -2.5%; IL1B secr inh: 5.8

Results for O=c1oc2cc(O)ccc2cc1-c1nc(-c2ccc(Cl)c(Cl)c2)cs1 ?
GLP1R cytotox: 21.3%; KB-3-1 tox: 4.1%; DRD3 agonist: 6.1; KB-V1 cytotox: 10.4%

Results for COC[C@@H]1CCCN1c1ccc2c(c1)O[C@H](COCc1ccccc1)CN([C@H](C)c1ccccc1)S2(=O)=O ?
HT1080 IDH1KD tx: -2.2%; GLP1R cytotox: 5.7%; HT1080NT lethal: 11.7%; KB-3-1 tox: -7.0%; DRD3 agonist: 0.8; KB-V1 cytotox: -9.6%; IL1B secr inh: 15.7

How did CCOc1ccc(NC(=O)CN2C(=O)COc3ccc(S(=O)(=O)NC4CCCC4)cc32)cc1 do in these assays?
GLP1R cytotox: -19.8%; KB-3-1 tox: 0.9%; DRD3 agonist: -11.4; KB-V1 cytotox: inconclusive

What do the screens show for `O=C(Nc1ccc(O)cc1)c1ccc(C(=O)c2ccccc2)o1`?
HT1080 IDH1KD tx: -1.4%; MCF10A rereplic: 16.4%; GLP1R cytotox: -0.5%; HT1080NT lethal: -1.9%; KB-3-1 tox: 1.3%; DRD3 agonist: -6.0; KB-V1 cytotox: -8.8%; SW480 rereplic: -4.5%; IL1B secr inh: -16.9

What do the screens show for `CC(=O)Nc1nnc(SCc2ccccc2F)s1`?
HT1080 IDH1KD tx: 3.4%; MCF10A rereplic: 9.3%; GLP1R cytotox: -6.1%; HT1080NT lethal: 4.4%; KB-3-1 tox: 0.4%; DRD3 agonist: 2.4; KB-V1 cytotox: inconclusive; SW480 rereplic: -11.9%; IL1B secr inh: -0.3

Results for COC(=O)c1ccc(C2c3c(oc4ccccc4c3=O)C(=O)N2c2nc(C)c(C(=O)OC)s2)cc1 (stereo unspecified) ?
GLP1R cytotox: 4.5%; KB-3-1 tox: -2.1%; DRD3 agonist: 4.3; KB-V1 cytotox: 13.6%

Results for CCOC(=O)c1c(C)n(C)c2ccc(OCC(O)Cn3nc(C)c(Br)c3C)cc12 (stereo unspecified) ?
HT1080 IDH1KD tx: -1.0%; MCF10A rereplic: 14.6µM*; GLP1R cytotox: -23.1%; HT1080NT lethal: -4.3%; KB-3-1 tox: inconclusive; DRD3 agonist: -0.6; KB-V1 cytotox: inconclusive; SW480 rereplic: 9.3%; IL1B secr inh: -5.8

Results for COc1ccccc1CNC(=O)c1cccn1-c1nnc(N2CCCCC2)s1 ?
GLP1R cytotox: 2.0%; KB-3-1 tox: 3.1%; DRD3 agonist: 5.1; KB-V1 cytotox: -5.1%

What do the screens show for `COc1cc(/C=C(/NC(C)=O)C(=O)O)cc(Cl)c1OCc1ccc(Br)cc1`?
HT1080 IDH1KD tx: 3.0%; MCF10A rereplic: 0.0%; GLP1R cytotox: 2.7%; HT1080NT lethal: 0.0%; KB-3-1 tox: 13.3%; DRD3 agonist: 4.9; KB-V1 cytotox: 1.6%; SW480 rereplic: -6.9%; IL1B secr inh: 10.7

How did Cc1cc(C(C)(C)C)cc(C)c1S(=O)(=O)N1CC(=O)Nc2ccccc21 do in these assays?
HT1080 IDH1KD tx: inconclusive; MCF10A rereplic: 18.4µM*; GLP1R cytotox: -6.1%; HT1080NT lethal: -28.9%; KB-3-1 tox: 0.7%; DRD3 agonist: -1.5; KB-V1 cytotox: 3.4%; SW480 rereplic: inconclusive; IL1B secr inh: -62.5*

How did COc1ccc(-c2c(-c3ccc(S(C)(=O)=O)cc3)sc3ccc(OC)cc23)cc1 do in these assays?
HT1080 IDH1KD tx: 3.6%; MCF10A rereplic: inconclusive; GLP1R cytotox: 8.9%; HT1080NT lethal: 0.0%; KB-3-1 tox: inconclusive; DRD3 agonist: 6.0; KB-V1 cytotox: -5.1%; SW480 rereplic: 2.3%; IL1B secr inh: -2.4

How did COc1ccc(NC(=S)N(CCCN2CCCCC2)Cc2cccs2)cc1 do in these assays?
HT1080 IDH1KD tx: -8.6%; MCF10A rereplic: -0.2%; GLP1R cytotox: -27.9%; HT1080NT lethal: -5.3%; KB-3-1 tox: -16.7%; DRD3 agonist: -32.4; KB-V1 cytotox: 2.7%; SW480 rereplic: 2.9%; IL1B secr inh: -10.5

Results for Cc1ccc(-c2nnc(NCc3ccccc3)c3ccccc23)cc1 ?
HT1080 IDH1KD tx: -10.6%; MCF10A rereplic: 13.4%; GLP1R cytotox: -6.7%; HT1080NT lethal: -12.7%; KB-3-1 tox: inconclusive; DRD3 agonist: -15.7; KB-V1 cytotox: -11.9%; SW480 rereplic: -5.1%; IL1B secr inh: -84.0*

Results for CCCOc1ccc(CCC(=O)N/N=C/c2ccncc2)cc1 ?
HT1080 IDH1KD tx: -7.1%; MCF10A rereplic: 8.1%; GLP1R cytotox: inconclusive; HT1080NT lethal: -6.3%; KB-3-1 tox: -2.0%; DRD3 agonist: 4.1; KB-V1 cytotox: inconclusive; SW480 rereplic: inconclusive; IL1B secr inh: 46.1

How did Nn1c(SCC(=O)Nc2c(F)cc(F)cc2Br)nnc1C1CCCCC1 do in these assays?
HT1080 IDH1KD tx: 0.0%; MCF10A rereplic: 3.8%; GLP1R cytotox: -25.4%; HT1080NT lethal: 8.8%; KB-3-1 tox: 3.0%; DRD3 agonist: 9.1; KB-V1 cytotox: -10.1%; SW480 rereplic: -7.0%; IL1B secr inh: 20.2

How did Cc1cc2cc(CCNC(=O)c3ccc(S(=O)(=O)N4CCOCC4)cc3)c(=O)[nH]c2cc1C do in these assays?
HT1080 IDH1KD tx: -8.1%; MCF10A rereplic: 8.7%; GLP1R cytotox: -19.9%; HT1080NT lethal: -4.8%; KB-3-1 tox: -1.9%; DRD3 agonist: 4.2; KB-V1 cytotox: -48.7%; SW480 rereplic: -1.2%; IL1B secr inh: inconclusive

How did COc1ccc(C(=O)N2CCC(C)(C(=O)O)C2)c(OC)c1 (stereo unspecified) do in these assays?
HT1080 IDH1KD tx: 3.9%; GLP1R cytotox: 7.9%; HT1080NT lethal: 9.8%; KB-3-1 tox: 0.0%; DRD3 agonist: -1.2; KB-V1 cytotox: 4.6%; IL1B secr inh: 10.0

How did COc1ccc(N2CCN(c3ccc(N4C(=O)COCC4=O)cc3[N+](=O)[O-])CC2)cc1 do in these assays?
HT1080 IDH1KD tx: -11.6%; MCF10A rereplic: 8.7%; GLP1R cytotox: 4.9%; HT1080NT lethal: -0.4%; KB-3-1 tox: -27.1%; DRD3 agonist: -6.0; KB-V1 cytotox: inconclusive; SW480 rereplic: 2.2%; IL1B secr inh: -4.3

Results for NCCSC1CC(=O)N(c2ccc(F)cc2)C1=O (stereo unspecified) ?
HT1080 IDH1KD tx: 17.6%; MCF10A rereplic: 3.7%; GLP1R cytotox: 5.2%; HT1080NT lethal: 9.6%; KB-3-1 tox: inconclusive; DRD3 agonist: 2.6; KB-V1 cytotox: 28.0%; SW480 rereplic: -19.3%; IL1B secr inh: -21.9

What do the screens show for `Fc1ccc(NC(=S)NCc2ccccn2)cc1`?
HT1080 IDH1KD tx: 20.9%; MCF10A rereplic: -5.9%; GLP1R cytotox: -19.7%; HT1080NT lethal: 14.5%; KB-3-1 tox: 7.0%; DRD3 agonist: 8.0; KB-V1 cytotox: 2.4%; SW480 rereplic: -1.2%[9.22 µM]; IL1B secr inh: 8.5

High-throughput results deposited in PubChem BioAssay by National Center for Advancing Translational Sciences (NCATS).
